Screening results (PubChem BioAssay)
a7 integrin act: integrin-mediated muscular dystrophy alleviation activation; actives 0.064% (n = 350,000); AID 624291; Potency, µM (titrated, usually from 38.3 µM), inactives show at the top dose activation, most hits filed as activators; alpha7betagal myoblasts, beta-gal FDG fluorescence, 48 h;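 note: potency is the fitted concentration of half-maximal effect; 100% = response of the positive control SU9516; nearly all actives have a fitted effect of over 60% in size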
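alpha7betagal+/- myoblasts (passage 13, 250/well) treated 48 h at 37C with compounds at 1:260 dilution of DMSO stock. Lysed, then beta-galactosidase activity read as FDG fluorescence (ex 480/em 540) after 30 min, with pre-read for autofluorescence.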
Tb PFK inh: inhibitors of T. brucei phosphofructokinase; T. brucei PFK, ADP-Glo luminescence; O15648; Potency, µM (titrated, usually from 57.5 µM), inactives show at the highest dose activity, negative = inhibition, most hits filed as inhibitors; AID 485367; actives 0.17% (n = 330,000);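 note: potency is the fitted concentration of half-maximal effect; 0% = uninhibited 1x PFK enzyme wells and -100% = no-enzyme wells; nearly all actives have a fitted effect of over 60% in size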
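In TEA buffer at pH 8.0 with 5 mM MgCl2, enzyme (1.25 nM) converted F6P (0.5 mM) and ATP (0.1 mM) for 45 min at room temperature. ADP product was read by luciferase luminescence.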
A-T KAP1 phos: candidate therapy for ataxia-telangiectasia; […] A-T fibroblasts, KAP-1 phosphorylation AlphaLISA; neocarzinostatin DNA damage 30 min before lysis; Potency, µM (series often up to 57.5 µM), inactives show at the highest dose activation, most hits filed as activators; actives 0.19% (n = 320,000); AID 485349; note: potency is the fitted concentration of half-maximal effect; % of control where 0% means no effect; nearly all actives have a fitted effect of over 45% in size
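ATM-like activity read as KAP-1 phosphorylation via AlphaLISA donor/acceptor antibody pairs after lysis and 6 hr at 25C. Cells were ATM-null patient fibroblasts ([…], hTERT), dosed 60 min, then exposed to the DSB inducer NCS for 30 min.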
TCR activator: activators of T cell receptors | primary human leukocytes, anti-CD3, IL-2 HTRF, 48 h | 330,000 tested, under 10 active | Potency, µM (highest dose often 9.22 µM), inactives show at the top dose activation of IL-2 secretion, usual class: activators; note: % of control where 0% means no effect
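Primary human leukocytes receive a-CD3 beads and test compound and are incubated 48 hr. Secreted IL-2 is then assayed by HTRF, measuring 665nm acceptor emission after 320nm excitation of the europium donor.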
BCR signal inh: inhibitors of chronic active B-cell receptor signaling; actives 0.05% (n = 340,000); ABC-DLBCL IkBa-CBG/CBR reporter, luminescence ratio, 4 h; Potency, µM (series often up to 46.1 µM), without a hit: at the highest dose ratio change, negative = lower green/red ratio, most hits filed as inhibitors; active = well fitted inhibition curve with a large enough effect in the signal ratio, with a control signal flat, not every such curve was filed as active; inconclusive = small, poorly fitted or top-dose-only effect, or effect the other way, or a change in a side signal; the % refers to the signal ratio;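 note: potency is the fitted concentration of half-maximal effect; plate controls were basal doxycycline-induced cells for no effect and cells given 10 µM MG132 for full effect; MG132 reads +100%, hits lower the ratio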
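TMD8 ABC-DLBCL cells carrying doxycycline-inducible green luciferase fused to IkappaBalpha plus unfused red luciferase were exposed to compounds (up to 46 uM) for 4 hrs at 37C. Activity came from the overlap-corrected green/red luminescence ratio.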
ELG1 repair inh: ELG1-dependent DNA repair inhibition. HEK293T ELG1-luciferase reporter, luminescence, 16 h; DNA damage induced by 5-fluorouridine. Potency, µM (top dose mostly 46.1 µM), without a hit: at the highest dose activity change, negative = inhibition, actives largely listed as inhibitors. actives 2.3% (n = 330,000); note: potency is the fitted concentration of half-maximal effect; % is set by controls: 0 for no effect and ±100 for the full control effect; nearly all actives have a fitted effect of over 55% in size
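Overnight (16 hr) co-exposure of 2,000 cells/well to 5-fluorouridine and compound at 37 °C preceded detection. Luciferase was quantified via ONE-Glo luminescence; loss of signal denotes inhibition.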
TSHR antagonist: blocks TSH signaling through the human TSH receptor; TSHR-expressing cells, TSH-stimulated cAMP HTRF, 2 h; hits give low values; P16473; actives 0.2% (n = 330,000); activity change, negative = inhibition, % at 11.5 µM;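 active = activity change below a set negative limit, meaning inhibition stronger than a set level, cut at about -70% in these data; inconclusive = activity change between two set negative limits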; note: % is set by controls: 0 for no effect and ±100 for the full control effect
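Freshly harvested TSHR cells receive pin-tooled compound, then EC80 TSH at 4nM final. After 2 hours at 37 deg C, antibody in lysis buffer and cAMP-d2 are added; 30 minutes at ambient temperature precede the HTRF read.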
S-ASM inh: human S-ASM enzyme inhibition | placental ASM, HMU-PC fluorogenic substrate, 60 min | Potency, µM (top dose mostly 57.5 µM), for the others: at the top dose activity change, negative = inhibition, most hits filed as inhibitors | actives 0.006% (n = 340,000) | AID 504937; note: potency is the fitted concentration of half-maximal effect
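Human placenta-derived ASM enzyme was preincubated with compound for 10 minutes at room temperature, then given fluorogenic substrate HMU-PC0 (9 uM final) for 60 minutes at 37 °C; a pH 10 stop preceded fluorescence reading at Ex 386/Em 447 nm.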
PTAP TSG101 blk: blocks PTAP/TSG101 interaction to inhibit HIV-1 budding; AID 493005; Potency, µM (titrated, usually from 115 µM), without a hit: at the top dose activity change, negative = inhibition, most hits filed as inhibitors; Q99816; Fluorescence polarization, FITC-PTAP peptide / Tsg101 binding; 340,000 tested, under 10 active; active = well fitted inhibition curve with a large enough effect in the main read-out, with a control signal flat, not every such curve was filed as active; inconclusive = small, poorly fitted or top-dose-only effect, or effect the other way, or a change in a side signal; inactive = no such curve, though single readings can be large or run the other way; note: potency is the fitted concentration of half-maximal effect; % of control where 0% means no effect
Target sequence (Q99816 whole entry, looked up): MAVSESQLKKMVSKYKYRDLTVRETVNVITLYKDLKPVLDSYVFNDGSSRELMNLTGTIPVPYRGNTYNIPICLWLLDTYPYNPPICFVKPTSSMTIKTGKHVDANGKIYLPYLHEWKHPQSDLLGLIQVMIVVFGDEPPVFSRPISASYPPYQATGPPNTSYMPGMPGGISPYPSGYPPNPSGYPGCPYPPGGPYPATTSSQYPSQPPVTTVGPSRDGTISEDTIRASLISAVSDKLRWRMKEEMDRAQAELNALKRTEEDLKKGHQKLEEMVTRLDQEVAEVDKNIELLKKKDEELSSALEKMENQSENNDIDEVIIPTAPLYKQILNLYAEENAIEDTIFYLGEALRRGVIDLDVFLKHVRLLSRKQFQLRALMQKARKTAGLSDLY
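Compounds were pin-transferred onto Tsg101 binding domain (10 uM final) in HEPES pH 7.5 buffer, then FITC-PTAP peptide was added at 50 nM final. After 20 min at RT, polarization reported peptide displacement across a qHTS concentration series.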
Eya2 inh: inhibitors of human Eya2 phosphatase activity; actives 0.006% (n = 330,000); Potency, µM (top dose mostly 76.9 µM), for inactives: at the highest dose activity, negative = inhibition, usual class: inhibitors; recombinant Eya2, OMFP fluorescence dephosphorylation (OMFP is methylfluorescein phosphate); O00167; AID 488837; note: potency is the fitted concentration of half-maximal effect; % is set by controls: 0 for no effect and ±100 for the full control effect
Target sequence (O00167 whole entry, looked up): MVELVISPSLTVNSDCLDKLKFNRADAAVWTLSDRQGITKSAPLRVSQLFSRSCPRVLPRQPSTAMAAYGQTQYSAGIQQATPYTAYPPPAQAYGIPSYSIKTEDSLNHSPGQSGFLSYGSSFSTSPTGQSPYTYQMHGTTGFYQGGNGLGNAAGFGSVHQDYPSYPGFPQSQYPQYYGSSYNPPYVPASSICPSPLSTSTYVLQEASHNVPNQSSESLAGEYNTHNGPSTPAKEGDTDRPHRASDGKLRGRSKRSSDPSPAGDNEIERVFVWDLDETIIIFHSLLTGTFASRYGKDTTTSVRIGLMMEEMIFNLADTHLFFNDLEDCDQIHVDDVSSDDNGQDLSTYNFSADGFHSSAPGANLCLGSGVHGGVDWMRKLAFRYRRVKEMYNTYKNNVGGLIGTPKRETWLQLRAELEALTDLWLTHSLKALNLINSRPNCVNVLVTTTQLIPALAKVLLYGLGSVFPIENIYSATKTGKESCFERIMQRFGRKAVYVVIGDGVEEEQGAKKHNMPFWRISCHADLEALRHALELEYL
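Eya2 (0.2 uM) preincubated 10 min at ambient with compound, then OMFP substrate added at 50 uM; 10 min reaction in 50 mM HEPES pH 7.5, 50 mM NaCl, 5 uM MgCl2, 0.05% BSA, 1 mM DTT. Fluorescence read at Ex 485/Em 525 nm.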
Mito fusion yeast: blocks mitochondrial division or promotes mitochondrial fusion. S. cerevisiae fusion-defective mutant growth rescue, CellTiterGlo 48 h. Potency, µM (top dose mostly 46.1 µM), for the others: top-dose growth rescue (activation), hits mostly activators. actives 0.23% (n = 320,000). AID 485298;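 note: potency is the fitted concentration of half-maximal effect; % of control where 0% means no effect; nearly all actives have a fitted effect of over 45% in size; temperature-sensitive fusion mutants such as fzo1-1 at 37 °C on non-fermentable ethanol glycerol medium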
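Read-out: ATP-based luminescence (CellTiterGlo, 10 min ambient) reporting growth of fusion-defective ts yeast after 48 hours at 37C on glycerol/ethanol YPEG medium in the presence of compound.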
* marks the source's active call; other numbers are inactive results; u = inconclusive; x = not tested or not shown; [ ] = dose if it differs, or a comment. Unless noted, calls come from the whole dose curve; as a rule, active = well fitted curve in the direction sought with a large enough effect; inconclusive = small, poorly fitted or top-dose-only effect, or another doubt; inactive = no such curve, though single readings can be large; an effect the other way counts as inactive or inconclusive.

SMILES	a7 integrin act	Tb PFK inh	A-T KAP1 phos	TCR activator	BCR signal inh	ELG1 repair inh	TSHR antagonist	S-ASM inh	PTAP TSG101 blk	Eya2 inh	Mito fusion yeast
CCOc1ccc2[nH]c(=S)[nH]c2c1	-20%	-4%	1%	1%	-5%	9%	-3	1%	-1%	-4%	-2%
C=CCOc1cccc(CNn2cn[nH]c2=S)c1	2%	-2%	-1%	1%	-13%	14%	1	4%	-6%	2%	-3%
O=C(c1cc(NC(=O)C23CC4CC(CC(C4)C2)C3)cc(NC(=O)C23CC4CC(CC(C4)C2)C3)c1)N1CCCCC1	u	-9%	-2%	-2%[46.1 µM]	4%	x	-11	2%	-3%	6%	-4%
C=CCN(C(=O)CNC(=O)c1ccco1)C(C(=O)NC1CCCCC1)c1ccc(F)cc1 (configuration not stated)	13%	-2%	6%	-3%	1%	1%	-4	1%	0%	-8%	-2%
COCCCNC(=S)N1CCN(c2ccc([N+](=O)[O-])cc2)CC1	-11%	-8%	-7%	0%[46.1 µM]	5%	u	-17	-10%	-1%	1%	-2%
CCN1CC2CCCC3(C1)C(=O)NC1(CCCCC1)N=C23 (configuration not stated)	-12%	0%	0%	8%	5%	2%	0	8%	-2%	-14%	3%
CCCCCCCNc1nc(Cl)nc(NCCO)n1	-6%	-17%	1%	8%	0%	8%	4	2%	36%[activator]	2%	12%
C=CCNC(=O)CCCOc1cc(C)ccc1C	0%[7.66 µM]	-14%	14%	3%	u	10%	17	2%	-4%	21%	14%
COc1ccc(/C(C)=N/N=C(N)N)c(O)c1	8%	1%	-10%	3%	2%	12%	5	0%	-1%	6%	-2%
O=C(Nc1nnc(-c2cccnc2)o1)c1ccccc1Cl	4%	-1%	-1%	-1%	u	0%	-1	3%	0%	6%	-6%
COC(=O)c1ccc(OCCCCN2CC(C)OC(C)C2)cc1 (configuration not stated)	-8%	-6%	-3%	0%	11%	3%	18	0%	-2%	-8%	4%
C=CCn1c(=NC(=O)c2cc(-c3cccs3)nc3ccccc23)sc2cc(S(N)(=O)=O)ccc21	-15%	2%	25%	-2%[46.1 µM]	11%	18µM*	-12	x	2%	-3%	-2%
CC(C)(O)c1nnn(-c2ccccc2)c1C(F)(F)F	17%	-4%	0%	-18%	-4%	4%	4	3%	-4%	-5%	1%
FC(F)(F)c1ccc2c(c1)nc1n2CCCC1	15%	-15%[0.46 µM]	1%	4%	u	30%	8	2%	-6%	9%	-9%
COc1ccc(NC(=O)c2oc3ccc(S(=O)(=O)N4CCC5(CC4)OCCO5)cc3c2C)cc1	6%	5%	-6%	2%	u	5.8µM*	-19	-9%	-6%	0%	9%
CCCc1ccc(OCc2ccc(C(=O)N3CCN(c4ccccn4)CC3)o2)c(OC)c1	-32%[inhibitor]	3%	6%	x	u	16µM*	-16	-9%	x	-28%	u
CN1CCN(C(=S)c2cn(Cc3ccc(Br)cc3)c3ccccc23)CC1	-22%	3%	-5%	-12%	16%	-23%	-6	-15%	-16%	-20%	3%
O=C1N=C(N2CCCC2)S/C1=C\C=C\c1ccccc1	5%	0%	-5%	-2%	u	u	3	23%	-6%	-12%	1%
COc1cccc(CSc2nnc(C(F)(F)F)n2Cc2ccc(F)cc2)c1	-25%[7.66 µM]	1%	1%	x	u	7%	-14	-3%	-11%	-10%	2%
CCCCn1c(C(C)NC(=O)CC)nc2ccccc21 (configuration not stated)	-5%	-3%	7%	7%	0%	-10%	-3	0%	1%	13%	0%
Cc1c(C(=O)NN)sc(=S)n1C	8%	-7%	-27%	-6%	-6%	0%	13	3%	1%	u	-4%
O=C(CSCc1ccc(Cl)c(Cl)c1)Nc1c[nH]c(=O)[nH]c1=O	3%	1%	12%	0%[46.1 µM]	-2%	-9%	-1	2%	-1%	0%	-1%
CCN(CC)CCCNC(=O)Cc1c(C(=O)O)n(C)c2ccccc12	5%	0%	0%	6%	0%	5%	-2	-5%	-5%	2%	5%
COc1ccc2ccccc2c1CN1CCN(C(=O)c2ccco2)CC1	-29%	0%	3%	-7%	u	21µM*	9	-2%	-2%	5%	4%
COc1ccc(CCNC(=O)Cn2cnc3c2c(=O)n(C)c(=O)n3C)cc1OC	21%	-2%	3%	0%	1%	u	21	7%	-5%	2%	-1%
O=C1CCc2cc(NS(=O)(=O)c3ccc(F)cc3)cc3c2N1CC3	7%	-6%	9%	-4%	u	u	-5	1%	0%	0%	-2%
COC(=O)CCn1[nH]c(=O)c2ccccc2c1=O	7%	-1%	0%	5%[46.1 µM]	5%	-3%	10	2%	0%	9%	-8%
CCOC(=O)c1c(C)nc2sc3c(=O)n(-c4ccc(OC)cc4)nnc3c2c1-c1ccc(OC)cc1	-44%[inhibitor]	-6%	-3%	5%	4%	u	-4	-8%	-7%	4%	0%
CCOCCCNC(=S)N1CCCN(c2nc3c(C)c(C)ccc3cc2C#N)CC1	-52%[inhibitor]	-1%	0%	x	0%	-11%	2	135%[activator]	-4%	2%	4%
CCOc1cc(CNS(=O)(=O)c2cn(C)cn2)cc(OCC)c1OCC	27%	-6%	-5%	-3%	-3%	9%	26	5%	1%	2%	2%
CC(=O)Nn1cc2c(=O)n(C)c(=O)n(C)c2c1	-12%	-1%	5%	0%	1%	3%	-1	2%	-3%	33%	1%
CC(C)[C@H](NS(=O)(=O)c1ccccc1)C(=O)Nc1ccccc1N1CCOCC1	23%	1%	4%	-9%	-3%	8%	-11	-2%	0%	-21%	x
CCN(CC)C(=O)c1cn(CCC#N)nc1-c1ccc(F)cc1	u	-9%	1%	5%	-1%	5%	-4	4%	-2%	-3%	u
Cc1ccc(S(=O)(=O)N2CCOCC2)cc1C(=O)NC1=NCCS1	1%	-2%	0%	2%	-4%	0%	x	-1%	-2%	-24%	x
Cc1cccc(C)c1NC(=O)CN1CCN(C(=O)C2CCC2)CC1	-8%	15%	13%	1%	-5%	-1%	7	-4%	3%	-4%	-10%
COc1c(C)cc(Br)cc1C(=O)NC(=S)Nc1ccc(Cl)c(C(=O)O)c1	10%	2%	-2%	3%	16%	14%	-8	0%	-6%	-14%	5%
Cc1cc(=O)oc2cc(OCC(=O)OCC(=O)Nc3ccccc3Br)ccc12	2%	-10%	-9%	-5%	7%	0%	-14	134%[activator]	-1%	-5%	1%
N#CC1=C(C2CC2)CC(c2ccccc2)C(C#N)=C1N (configuration not stated)	-5%	-9%	2%	-4%	u	u	-41	40%[activator]	0%	2%	15%
CSc1nsc(SCc2ccc(Cl)cc2)n1	-23%	1%	16%	-1%	12%	15%	-5	-4%	-6%	0%	0%
COc1cc(/C(C)=N/NC(=O)Cc2c(C)[nH][nH]c2=O)ccc1O	21%	-6%	1%	4%[46.1 µM]	-3%	12%	-10	6%	0%	-5%	-1%
CC(=O)Nc1ccc(NC(=O)CSc2ccc(-c3ccc4c(c3)OCO4)nn2)cc1	2%	-13%	0%	6%[46.1 µM]	-1%	u	2	-1%	-5%	-5%	-4%
COC(=O)c1c(NC(=O)COc2ccc(Cl)cc2)sc2c1CC(C)(C)NC2(C)C	-46%[inhibitor]	-7%	1%	-3%	-1%	14%	-2	u	-6%	4%	-6%
Cc1cc(C(F)(F)F)cc(NNC(=O)NC(=O)c2c(F)cccc2Cl)n1	u	4%	0%	7%	u	7%	4	0%	-1%	3%	-8%
COc1ccc(-c2cc(=O)oc3cc(OC(C)C(=O)NCc4ccccn4)ccc23)cc1 (configuration not stated)	1%	0%	10%	4%	-3%	u	-6	-11%	0%	11%	3%
NC(=O)CS(=O)(=O)c1nc2ccccc2n1Cc1ccccc1F	-32%	-9%	4%	-5%	-4%	-16%	10	6%	-8%	11%	2%
Cc1nc(-c2ccccn2)nc(SCC(=O)c2ccccc2)c1Cl	8%	-4%	20%	1%	u	u	3	-1%	-4%	-7%	0%
